DTT redox prof – compounds producing H2O2 with reducing agent – biochemical, NIH compound library profiling, artefact control for MLSCN library redox annotation, primary screen; DTT-dependent redox cycling H2O2, phenol red/HRP absorbance; 100% = 100 µM peroxide control, 0% = buffer; activation, % at 10 µM; 0.03% of 200,000 active;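 active = activation of at least 50% relative to the plate's high and low controls in the primary single-dose screen; inactive = activation below 50%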;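 also: compound incubated with DTT at 0.8 mM final as the reducing agent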
APP transl inh – APP translation inhibition; 0.82% of 190,000 active; inhibition, % at 2 µM; SH-SY5Y APP 5'UTR-luciferase reporter, luminescence; AID 1285;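 active = inhibition above a set limit, derived from the sample mean plus 3 SD, cut at about 45% in these data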; also: values of inactives mirror those of a sister screen read the other way
APP 5'UTR act – APP 5'UTR luciferase reporter activation; SH-SY5Y APP 5'UTR luciferase reporter, luminescence; zero percent = DMSO vehicle wells; activation, % at 2 µM; 1% of 190,000 active; AID 1276;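 active = activation above a set limit, based on mean plus 3 SD of controls, cut at about 140% in these data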; also: values of inactives mirror those of a sister screen read the other way
NF-kB neuron act – raises NF-kB expression in human neuronal cells | fold change at 12.5 µM | NF-kB reporter expression; hits give high values | 1.6% of 190,000 active; in the data active = fold change above about 3.3
Efa HMGR inh – E. faecalis class II HMG-CoA reductase inhibition; 0.41% of 190,000 active; inhibition, % at 10 µM; AID 1066; purified E. faecalis HMGR, NADPH absorbance 340 nm kinetic;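 active = inhibition above a set limit, the median over all tested compounds plus 3 SD, cut at about 9.5% in these data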;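 also: enzyme runs in reverse so mevalonate oxidation gives rising NADPH absorbance; 0% = complete reaction with DMSO and 100% = background rate lacking mevalonate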
FLuc act counter – firefly luciferase counter-screen for stimulation assays; P08659; ATPlite luciferase biochemical, luminescence, 10 min; 0 = ATP-free wells, 1 = DMSO control; activation factor at 10 µM; 200,000 tested, under 10 active; AID 1027;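 active = luciferase activation factor, scaled between plate controls, of at least 2 with compound at 10 µM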
Target sequence (P08659 whole entry, looked up): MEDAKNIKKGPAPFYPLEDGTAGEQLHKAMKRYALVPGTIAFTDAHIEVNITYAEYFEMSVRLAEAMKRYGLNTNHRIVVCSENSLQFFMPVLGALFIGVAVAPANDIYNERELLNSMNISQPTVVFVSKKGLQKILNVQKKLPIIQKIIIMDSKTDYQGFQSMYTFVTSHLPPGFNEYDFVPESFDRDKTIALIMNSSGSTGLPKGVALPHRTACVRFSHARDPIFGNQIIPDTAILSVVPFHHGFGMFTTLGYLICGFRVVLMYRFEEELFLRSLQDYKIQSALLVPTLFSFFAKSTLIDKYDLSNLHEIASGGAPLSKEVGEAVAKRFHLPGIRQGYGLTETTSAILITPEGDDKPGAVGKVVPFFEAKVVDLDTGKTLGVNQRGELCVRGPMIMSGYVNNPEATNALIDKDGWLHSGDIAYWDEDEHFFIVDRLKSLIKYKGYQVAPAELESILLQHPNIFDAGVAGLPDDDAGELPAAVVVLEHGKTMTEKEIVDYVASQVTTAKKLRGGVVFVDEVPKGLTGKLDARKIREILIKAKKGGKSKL
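System: cell-free luciferase reagent; medium: PBS as buffer for the ATP substrate; doses: test compounds dosed from 2 mM stocks in 100% DMSO; incubation: 10 min, room temperature; measured by: luminescence from luciferase reaction; read-out: luciferase activation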
FLuc inh counter – Photinus pyralis luciferase inhibition counter-screen; inhibition, % at 10 µM; 1.5% of 200,000 active; ATPLite firefly luciferase biochemical luminescence, 10 min; AID 1006;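 active = inhibition above about 50% when tested at 10 µM, limit read from the data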
Hsp70 activator – Hsp70 transcriptional activation, primary screen | HeLa Hsp70 promoter luciferase reporter, luminescence; scaled: vehicle 0, proteasome-inhibitor control 100% | activation, % at 10 µM | 0.04% of 200,000 active;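 active = activation above the mean across all tested compounds plus 3 SD, cutoff set per campaign, cut at about 5.5% in these data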;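 also: 100% = MG132 at 30 µM as the positive control and 0% = DMSO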
STAT1 activator – STAT1 signaling activation | 2.6% of 200,000 active | activation (% of control), % at 5.5 µM | NIH 3T3 STAT1-luciferase reporter, IFN-gamma, luminescence; 100% = IFN-gamma alone, no compound;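 active = activation above the screen-wide mean activation plus 3 SD, cut at about 130% in these data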;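 also: raw ratio to IFN-gamma control signal so 100% means no change and 0% no light; values of inactives mirror those of a sister screen read the other way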
G6PDH CS – counter-screen for G6PDH assay hits: L. mesenteroides G6PDH inhibition; Purified L. mesenteroides G6PDH, diaphorase/resazurin coupled fluorescence, 45 min; inhibition, % at 5 µM; 0.12% of 200,000 active; AID 1020; in the data active = inhibition above about 50%
An asterisk follows results filed as active; nt = not tested or not shown.

SMILES	APP 5'UTR act	FLuc inh counter	G6PDH CS	NF-kB neuron act	STAT1 activator	Hsp70 activator	Efa HMGR inh	APP transl inh	DTT redox prof	FLuc act counter
Cn1c(=O)c2c(SCc3cccnc3)nc(C3CC3)nc2n(C)c1=O	-5	-11	3	0.82	102	-0.1	-1	5	-1.3	1.1
COc1ccc(-c2noc(C3CCCN(C(=O)CCc4ccccc4)C3)n2)cc1 (stereo unspecified)	2	2	-28	1.1	107	-0.2	-5	-2	-3.0	1
Cc1sc(NC(=O)c2sc3nc4c(C)cccc4cc3c2N)c(C#N)c1C	12	11	12	0.9	96	0.2	-7	-12	-5.6	0.9
CCCOc1ccc(C2C(C(=O)c3ccco3)=C(O)C(=O)N2CCCn2ccnc2)cc1 (stereo unspecified)	18	1	6	1.5	107	0.1	-2	-18	-0.5	1
c1ccc(C2CC(c3cccs3)n3nnnc3N2)cc1 (stereo unspecified)	-6	-4	8	0.9	104	0.2	-2	6	-5.3	1
CC(C)(C)C(=O)Nc1nc2ccc(S(C)(=O)=O)cc2s1	36	37	3	1.8	120	0.4	-5	-36	0.3	0.6
O=C(NCC1CCCO1)C1CCCN(S(=O)(=O)c2cccc3nsnc23)C1 (stereo unspecified)	15	-6	4	1	98	0.1	-2	-15	0.3	1.1
CC/C(=N\NC(=O)CNC(=O)/C=C/c1ccco1)c1ccccc1	-3	-2	7	0.97	99	-0.1	-5	3	-4.2	1
C=CCN(CC=C)CCOc1cccc(Oc2ccccc2)c1	-6	-8	10	1.2	86	1.3	-1	6	-2.3	1.1
COc1ccc(CN(C(=O)c2ccccc2OC)C2CCS(=O)(=O)C2)cc1 (stereo unspecified)	4	-2	0	1.1	91	-0.5	-5	-4	2.1	1
CC(CNC(=O)c1ccc(-c2ccccc2)cc1)CN(C)C (stereo unspecified)	-4	-4	3	0.83	100	-0.3	1	4	2.3	1
COc1ccc(NC(=O)CCSCCC(=O)Nc2ccc(OC)cc2OC)c(OC)c1	12	-4	-2	1.1	94	0.1	3	-12	-0.1	1
Cn1nc(C(F)(F)F)c2cc(C(=O)Nc3ccc(Cl)cc3)sc21	6	-2	0	1.5	93	-0.4	0	-6	0.8	1
CC(NC(=O)CC12CC3CC(CC(C3)C1)C2)C(=O)O (stereo unspecified)	-8	-6	6	1.4	106	-0.1	-3	8	0.6	1.1
COc1ccc(C)cc1NC(=O)c1ccc2c(c1)OCO2	-3	11	9	1.4	98	-0.1	-1	3	0.6	0.9
CCN(CC)S(=O)(=O)c1cccc(-c2nnc(SCCCC(=O)c3ccccc3)o2)c1	13	-2	4	0.68	91	-0.1	-2	-13	0.1	1
Cc1nn(-c2ccccc2)c2nc(-c3ccncc3)cc(C(=O)NCc3ccco3)c12	-16	-4	9	0.38	96	0.0	1	16	0.7	1
S=c1[nH]nc(CN2CCCCC2)n1-c1ccc(Cl)cc1	-21	-1	9	1	101	-0.1	-3	21	-1.5	1
O=C(Cn1nnc(-c2ccccc2NC(=O)C2CC2)n1)NC1CCCCC1	22	-7	0	0.97	90	-0.4	-7	-22	2.8	1.1
Cn1c(SCC(=O)c2ccc(F)cc2)nc2cccnc21	10	-2	3	1.1	98	-0.1	-7	-10	2.0	1
CCc1ccccc1N1CC(C(=O)O)CC1=O (stereo unspecified)	2	2	6	1.1	99	0.0	0	-2	0.8	1
Cc1cccn2c(=O)c3cc(C#N)c(=O)n(-c4c(C)n(C)n(-c5ccccc5)c4=O)c3nc12	8	-8	7	0.89	92	-0.2	-3	-8	-2.3	1.1
N#CC1=C(c2ccccc2)/C(=C/c2ccccc2)OC1=O	-6	-3	-4	0.9	86	-0.4	0	6	0.1	1
C=CCNc1nc(-c2ccc([N+](=O)[O-])cc2)cs1	72	29	0	4*	151*	0.2	0	-72	-0.2	0.7
C(=C\CSc1ncn[nH]1)/CSc1ncn[nH]1	6	-7	3	0.93	88	-0.4	-6	-6	-0.3	1.1
CCC(=O)N1c2ccc(S(=O)(=O)CCC(=O)NCc3cccs3)cc2CC1C (stereo unspecified)	-5	2	9	1.3	98	0.9	-6	5	-0.9	1
COc1ccc(C2=NOC(C(=O)NC3CCCCC3)C2)cc1OC (stereo unspecified)	8	-8	2	1.1	103	-0.2	1	-8	-0.1	1.1
COc1cccc(-c2nn(-c3ccccc3)cc2CN(C)Cc2ccno2)c1	3	-4	3	0.62	100	0.0	-2	-3	1.0	1
O=[N+]([O-])c1cc2oc3c(c2c(C=NCc2ccncc2)c1O)CCCC3	13	2	0	1.1	93	0.1	-2	-13	-0.2	1
O=C(O)C(Cc1ccccc1)N1CCS(=O)(=O)CC1 (stereo unspecified)	2	-8	8	0.93	103	0.1	-8	-2	-1.3	1.1
COc1c(Cl)cc(-c2noc(C)c2C(=O)NCc2ccccc2)cc1Cl	-3	1	0	0.62	95	0.0	-5	4	-0.4	1
O=C(CCc1nnc(C2CCCCC2)o1)N1CCC(Oc2cccnc2)CC1	39	-7	8	1.2	93	-0.2	1	-39	-0.6	1.1

Reprinted from the part before: 2 entries, followed by the next part.
SMILES	APP 5'UTR act	FLuc inh counter	G6PDH CS	NF-kB neuron act	STAT1 activator	Hsp70 activator	Efa HMGR inh	APP transl inh	DTT redox prof	FLuc act counter
COc1c(Cl)cc(-c2noc(C)c2C(=O)NCc2ccccc2)cc1Cl	-3	1	0	0.62	95	0.0	-5	4	-0.4	1
O=C(CCc1nnc(C2CCCCC2)o1)N1CCC(Oc2cccnc2)CC1	39	-7	8	1.2	93	-0.2	1	-39	-0.6	1.1
COc1ccc(-c2nc(N3CCCCCC3)sc2C(=O)c2ccccc2)cc1	2	-3	0	1	97	-0.1	0	-2	-4.0	1
Cc1cc(C)nc(SCC(=O)NC2CCCC2)n1	8	-5	12	1.1	113	-0.3	-6	-8	-1.2	1.1
O=C(NCCCN1CCOCC1)C1CC(=O)N(C2CCCCC2)C1 (stereo unspecified)	-7	2	18	0.97	100	-0.3	-1	7	-0.4	1
S=c1[nH]nc(-c2ccccn2)n1/N=C/c1ccc(-c2ccccc2Br)o1	5	-5	-4	1.1	97	-0.2	-4	-5	-1.9	1
CCN(Cc1nc2ccccc2c(=O)[nH]1)Cc1nc2cc(OC)c(OC)cc2c(=O)[nH]1	57	-6	-32	0.63	91	-0.4	-7	-57	3.1	1.1
O=C(Cc1ccc(Cl)cc1)NC1CC1	11	-1	9	1.3	96	-0.1	1	-11	-1.3	1
CC(=O)NC1=NN(C(C)=O)C(C)(CS(=O)(=O)c2ccc3ccccc3c2)S1 (stereo unspecified)	nt	-5	-4	1	98	-0.4	-1	11	0.7	1
Cc1ccc(NCc2nc3ccccc3n2C)cc1	175*	70*	-1	5.3*	153*	-0.1	nt	-175	-0.2	0.3
Cc1ccc(NCC(=O)NNC2=NCCC2)c(C)c1	-6	-8	4	1.3	97	-0.2	2	6	0.6	1.1
COC(=O)c1[nH]c2ccc(Cl)cc2c1NC(=O)CCN1CCOCC1	3	-7	5	0.83	106	-0.1	-1	-4	2.3	1.1
COc1cc(-c2nc(=S)[nH][nH]2)cc(OC)c1OC	-3	5	0	1	107	0.1	-4	3	2.7	1
O=C(NCc1cccs1)C(=O)NCC1OCCCN1S(=O)(=O)c1ccccc1 (stereo unspecified)	-1	2	21	0.91	100	-0.2	3	1	0.1	1
O=[N+]([O-])c1cc(S(=O)(=O)NC2=NCCCCC2)ccc1Cl	-9	-1	4	0.9	84	-0.3	5	10	-0.6	1
CCN1C=CC(=C2C(=O)c3ccccc3C2=O)C=C1	-70	98*	8	0.24	20	-0.6	0	70*	2.1	0
COc1ccc(/C=C/c2nnc(NC(=O)CSc3ccc(Cl)cc3)s2)cc1	35	0	11	1.4	103	-0.1	-3	-34	0.5	1
CCC(CC)C(=O)Nc1ccc([N+](=O)[O-])cn1	1	-9	10	0.94	102	0.0	-3	-1	-1.1	1.1
O=C(CSc1ncc(-c2ccccc2)n1-c1ccccc1)NCc1ccco1	2	-4	-4	1.7	99	-0.4	0	-2	2.1	1
Cc1ccn2cc(CNC(=O)c3cccs3)nc2c1	7	-12	-4	1.1	90	-0.1	-2	-7	2.2	1.1
COc1ccc(NC(=O)CCN2CC(C)OC(C)C2)c(OC)c1 (stereo unspecified)	9	-6	0	1.1	100	-0.2	-1	-9	0.6	1.1
O=C(Cc1cccc2ccccc12)NC(=S)Nc1cccc(C(=O)O)c1	-13	-4	2	1.1	98	-0.3	0	13	-1.3	1
C=CCNC(=O)Nc1ccc(F)c(Cl)c1	10	-5	-2	0.95	101	-0.2	-1	-10	0.4	1
CCOC(=O)c1cc2n(c1N)-c1ccccc1C2=O	17	-1	16	1.1	100	0.0	1	-17	-3.9	1
O=S1(=O)CCC(N2CCOCC2)C1 (stereo unspecified)	-10	-2	2	1.1	91	-0.3	-3	10	0.1	1
S=C(NCCc1ccccc1)NC1CCC(NC(=S)NCCc2ccccc2)CC1 (stereo unspecified)	3	-7	6	1.1	100	-0.3	0	-3	0.9	1.1
C=CCOc1ccc(CNc2ccc(NC(=O)CC(C)C)cc2)cc1OC	-17	-10	-4	1.1	94	-0.4	-1	17	0.1	1.1
COc1cc(C(=O)N2CCC(N3CCCCCC3)CC2)cc(OC)c1OC	13	nt	nt	nt	98	-0.4	nt	-13	-5.0	nt
